Screening data from PubChem BioAssay.
RmlC RmlD mix: RmlC/RmlD inhibition, mixture screen; RmlC/RmlD coupled enzyme inhibition, 384-well mixture HTS; inhibition, % at 5.5 µM; hit rate 0.39% among 110,000; AID 1532; in the data active = inhibition above about 30%, passing the limit was not always enough; inconclusive = no clear call, values can overlap the other calls; note: strong numbers were not always called active
HIV RNase H inh: blocks HIV-1 RNase H cleavage of RNA/DNA duplex; P04585; RT-RNase H RNA/DNA duplex cleavage, fluorescence; inhibition, % at 10 µM; hit rate 1.9% among 65,000; in the data active = inhibition above about 50%
The depositor's hits bear a star; ? = inconclusive; / = not tested or not shown. A portion of the library, so the mix of outcomes need not match the whole.

structure	RmlC RmlD mix	HIV RNase H inh
CCCCCc1c(C)nc(N2CCc3ccccc32)[nH]c1=O	-3	9
COc1cc(CN(C)CC(=O)c2[nH]c(C)c(C(C)=O)c2C)ccc1OC(F)F	4	-12
COc1cccc(CNC(=O)CSCc2cnn(-c3ccccc3)c2-n2cccc2)c1	5	/
Cc1sc(NC(=S)NC(=O)c2cccs2)nc1-c1ccc(CC(C)C)cc1	-6	/
O=C(NC(N1CCCC1)C(Cl)(Cl)Cl)c1ccccc1 (stereo not given)	9	/
CCOC(=O)Cn1c(=O)oc2cc(S(=O)(=O)N3CCC(N4CCCCC4)CC3)ccc21	-4	-5
Cc1ccc(C(=O)Nc2cc(C(F)(F)F)ccc2N2CCCCC2)cc1[N+](=O)[O-]	-12	/
CC(C(=O)O)c1ccc(CC2CCCC2=O)cc1 (stereo not given)	-10	/
Cc1ccc(NC2=NCC(=O)N2Cc2ccc3c(c2)OCO3)c(C)c1	-14	-3
O=C1c2ccccc2C(=O)N1CNc1ccccc1	16	-12
Cc1cccc(NC(=O)c2cnc3sccn3c2=O)n1	10	-10
COc1cc(NC2c3ncccc3C(=O)N2Cc2ccco2)cc(OC)c1 (stereo not given)	-12	-17
CC(C)COC(=O)c1nnsc1NC(=O)Nc1ccccc1	-10	35
Clc1cccc(Cl)c1NC1=NCCC1	3	/
CNc1nn(-c2cccc(Cl)c2)nc1N	-14	-12
CC(=O)N(C(C)=O)c1cccc2c(N(C(C)=O)C(C)=O)cccc12	-6	-8
CC(=O)c1ccc2c(c1)Nc1ccccc1S2	7	-16
COC(=O)c1cccc(Oc2nc3c(c(=O)n(C)c(=O)n3C)n2Cc2ccc(C)cc2)c1	/	4
CN1CCN(c2ccc(NC(=O)Cc3ccccc3)cc2)CC1	4	-12
COc1ccc(N=c2oc3ccc(OC)cc3cc2-c2nc3ccccc3[nH]2)cc1	-8	/
Cc1cc(C)nc(NC(=O)c2c(-c3c(Cl)cccc3Cl)noc2C)n1	0	-4
O=S(=O)(Cc1ccc(Cl)cc1)N1CCCC1	-13	-8
CC(=O)c1cccc(NC(=O)c2cc(C(C)C)on2)c1	6	-10
CCCCC(NC(C)=O)c1nc2ccccc2n1CCC (stereo not given)	6	0
CCOc1ccccc1Oc1c(C)oc2c(CN3CCN(C)CC3)c(O)ccc2c1=O	19	1

Reprinted at random: six records from the list
structure	RmlC RmlD mix	HIV RNase H inh
CCOc1ccccc1Oc1c(C)oc2c(CN3CCN(C)CC3)c(O)ccc2c1=O	19	1
Cc1cccc(NC(=O)c2cnc3sccn3c2=O)n1	10	-10
COc1cccc(CNC(=O)CSCc2cnn(-c3ccccc3)c2-n2cccc2)c1	5	/
CCCCC(NC(C)=O)c1nc2ccccc2n1CCC (stereo not given)	6	0
Cc1sc(NC(=S)NC(=O)c2cccs2)nc1-c1ccc(CC(C)C)cc1	-6	/
CC(C)COC(=O)c1nnsc1NC(=O)Nc1ccccc1	-10	35

An excerpt taken from the entries so far, as a working copy:
structure	RmlC RmlD mix	HIV RNase H inh
CCCCCc1c(C)nc(N2CCc3ccccc32)[nH]c1=O	-3	9
COc1cc(CN(C)CC(=O)c2[nH]c(C)c(C(C)=O)c2C)ccc1OC(F)F	4	-12
COc1cccc(CNC(=O)CSCc2cnn(-c3ccccc3)c2-n2cccc2)c1	5	/
Cc1sc(NC(=S)NC(=O)c2cccs2)nc1-c1ccc(CC(C)C)cc1	-6	/
O=C(NC(N1CCCC1)C(Cl)(Cl)Cl)c1ccccc1 (stereo not given)	9	/
CCOC(=O)Cn1c(=O)oc2cc(S(=O)(=O)N3CCC(N4CCCCC4)CC3)ccc21	-4	-5

Continued:
structure	RmlC RmlD mix	HIV RNase H inh
COc1ccc(C(=O)Nc2ccccc2C(=O)N(Cc2ccco2)C(C(N)=O)C(C)C)cc1 (stereo not given)	5	/
CC(C)(O)c1nnn(-c2ccccc2)c1C(F)(F)F	1	1
COc1ccc(OC)c(NC(=O)Nc2cccc3ccccc23)c1	-8	/
O=C1CCC(=O)N1OCCCCOc1ccccc1	3	-6
COc1ccccc1N1CCN(CCOc2c(OC)cccc2OC)CC1	-13	8
Cc1cc(=O)[nH]c2c1cnn2Cc1ccccc1	-40	-2
CCOC(=O)N1CCC(N2C(=O)c3ccccc3C2Nc2cc(Cl)c(OC)cc2OC)CC1 (stereo not given)	10	-3
CSc1nc2nccc(-c3ccc(Cl)cc3)n2n1	9	/
Cc1nc(NCc2ccco2)c2oc3ccccc3c2n1	/	-16
COc1ccc(-c2ccc(F)cc2)cc1[C@H]1[C@H]2C=CC[C@@H](C)[C@@H]2C(=O)N1Cc1ccccc1	-10	/
C=CCn1c(SCC(=O)NCc2ccc3c(c2)OCO3)nnc1C1COc2ccccc2O1 (stereo not given)	5	1
COc1ccccc1NS(=O)(=O)c1ccc(NC(C)=O)cc1	15	-13
Cc1nnc(SCC(=O)Nc2ccc3c(c2)OCO3)o1	-15	-6
CCOC(=O)CSc1nnc(N)s1	-10	-2
Cc1cc(NC(=O)c2cc(-c3cccc(Cl)c3)on2)no1	-12	-4
O=C(N/N=C/CCc1ccccc1)c1ccccc1	0	/
CCc1ccc(NC(=O)CSc2nc3ccccc3c(=O)n2CCCC(=O)N2CCCC2)cc1	9	/
CCOC(=O)c1ccc(NC(=O)CSC2=NC(=O)C(CC)C(=O)N2)cc1 (stereo not given)	-10	-4
Cc1cc2ccccc2n1CCNC(=O)COc1ccccc1	-12	-9
O=C1CCC2c3ccc4ccccc4c3CCN12 (stereo not given)	12	/
Cc1noc(C)c1CSc1nnc(-c2ccncc2)n1-c1ccc(Cl)c(Cl)c1	5	-1
CN(C(=O)c1ccc2c(c1)OCO2)C1(C(=O)NC2CCCC2)CCCCC1	-1	-6
Cc1nc2nc(C)c(CCC(=O)Nc3ccc4c(c3)OCO4)c(C)n2n1	-5	-11
COc1ccccc1N(CC(=O)NC1CCCC1)C(=O)c1csnn1	3	0
CCC(C)(C)NC(=O)C(c1ccc(C)cc1)N(Cc1cccnc1)C(=O)c1csnn1 (stereo not given)	-10	/
CC1CCN(C(=O)CSc2nnc(Cn3c(=O)sc4ccccc43)n2C)CC1	-2	-11
N#Cc1c(-c2cccc(F)c2)cc(-c2ccccc2)nc1Br	-7	/
COc1ccc(CNC2CCCCC2C)c(OC)c1 (stereo not given)	2	1
CC(=O)Nc1cc2c(cc1Br)OCCO2	-6	-11
CCOc1ccc(OCC)c(C2C(C#N)=C(N)N(c3cccnc3)C3=C2C(=O)CC(C)(C)C3)c1 (stereo not given)	-74	13
Cc1ncc([N+](=O)[O-])n1CCOC(=O)NC(NCc1ccccc1)C(Cl)(Cl)Cl (stereo not given)	-5	/
CN(C)C(=O)N1CCC(C(=O)NCc2ccc(F)cc2)CC1	2	-8
CCC(=O)N1CCN(c2ccc(Cl)cc2NC(=O)c2ccc3c(c2)OCCO3)CC1	-9	-15
CCOc1cc(NC(=O)CC(C)C)c(OCC)cc1NC(=O)CCn1nnc2ccccc21	-11	/
Clc1ccc(-c2nnc(SCc3ccon3)o2)c(Cl)c1	10	-48
O=C(O)[C@@H](O)[C@H](O)C(=O)O	9	/
O=C(CSc1nc2c(c(=O)n1-c1ccc(Cl)cc1)SCC2)NCc1ccco1	/	40
O=C1CSC(c2ccccc2)N1CC12CC3CC(CC(O)(C3)C1)C2 (stereo not given)	10	-12
COc1cc(OC)c2ccc(=O)oc2c1C(CC(=O)N1CCCC1)c1ccc(N(C)C)cc1 (stereo not given)	-13	/
C/C=C1/CN2[C@@H]3C4CO[C@@H]3c3c([nH]c5cc(OC)ccc35)[C@@H]2CC14 (stereo not given in full)	-15	/
Cc1[nH]c2ccc(-c3nnc(SCC(=O)c4ccc(F)cc4)o3)cc2c1C	9	79*
CC(=O)c1cc(C#N)c(SCCC(C)C)nc1C	6	-18
CN(C)C(=O)COC(=O)c1cc(Cl)cc(Cl)c1N	36*	/
O=[N+]([O-])c1cc(Cl)ccc1Sc1cccc2cccnc12	-16	/
CC1=C(C(=O)N(C)C)C(c2ccc(Cl)c(Cl)c2)NC(=O)N1 (stereo not given)	9	2
CCOc1ccc(C2=C/C(=C/c3cccnc3)C(=O)O2)cc1	-8	/
CCOC(=O)Cc1nnc(NC(=O)C(CC)Sc2nc(C)cc(=O)[nH]2)s1 (stereo not given)	2	-5
Cn1c2c(c(=O)n(C)c1=O)C(NC(=O)c1cccs1)(C(F)(F)F)C(=O)N2 (stereo not given)	-9	3
Cc1cc(C(F)(F)F)n(-c2nc(C(=O)Nc3ccccc3Oc3ccccc3)cs2)n1	-4	/
O=C(COCC(=O)Nc1cccc(C(F)(F)F)c1)Nc1cccc(C(F)(F)F)c1	-10	/

Later entries.
structure	RmlC RmlD mix	HIV RNase H inh
COCCCNC(=O)c1c(NC(=O)c2ccccc2Cl)n(Cc2ccccc2)c2nc3ccccc3nc12	-90	/
COc1cc(C(=O)OCC(=O)Nc2ccc(F)cc2F)cc(OC)c1OC	-4	/
Cc1ccnc(-n2c(C)nc3ccccc3c2=O)c1	?	-9
O=C(NCc1ccccc1)C1=C[C@H](c2ccc(C(F)(F)F)cc2)C[C@H](OCCCCO)O1	-16	/
O=C(COC(=O)c1ccc(S(=O)(=O)N2CCCC2)cc1)NCc1ccc(Cl)cc1	10	/
Clc1ccc2c(c1)C(N1CCNCC1)=Nc1ccccc1O2	6	-4
COc1cc2cc(CN(Cc3nnnn3Cc3ccco3)C3CCCCC3)c(=O)[nH]c2cc1OC	/	12
CCOC(=O)NC(=O)/C(C#N)=N/Nc1ccc(F)cc1	-13	/
Cc1occc1C(=O)NC(C)c1ccc2c(c1)OCO2 (stereo not given)	-50	-9
Cc1c(NC(=O)c2ccc(Br)o2)cccc1C(=O)O	-10	/
COc1cc(NC(=O)CSc2nc3ccccc3c(=O)n2C)ccc1NC(=O)c1ccco1	-15	10
COc1ccccc1NS(=O)(=O)c1cccc(C(=O)NN)c1	-8	/
CCC(C)NC(=O)c1cc(-c2ccc(OC)cc2)on1 (stereo not given)	-6	-4
COc1ccc(-c2cc(C(=O)Nc3sc4c(c3C#N)CCCC4)c3ccccc3n2)cc1OC	-11	/
CCOC(=O)C1=C(NC(=S)NC(=O)c2ccccc2)c2ccccc2CC1C(C)C (stereo not given)	7	/
Cc1ccc(CNC(=O)Cn2cccc2C(=O)c2ccccc2)cc1	10	/
Cn1cc(-c2nnc(-c3ccccc3)o2)c2ccccc21	3	/
CCOc1cc(CNc2ccccc2)cc(Br)c1OCc1ccccc1F	-5	/
CCOC(=O)C1C(=O)CC(C)(O)C(C(=O)OCC)C1c1cccc(OC)c1 (stereo not given)	-2	-2
COc1ccccc1-n1cnnc1SCC(=O)Nc1ncc(Cl)cc1Cl	4	-27
Cc1cc(C)n(-c2nc3c(c(=O)[nH]c(=O)n3C)n2C)n1	6	-10
CCC1CCCCN1C(=O)CSc1nnc(-c2ccc(Cl)cc2)o1 (stereo not given)	7	-39
Cc1c2c(nc3c(C(=O)NC4CCCCC4C)cnn13)CCCC2 (stereo not given)	/	-30
CCOC(=O)c1cc2sccc2n1Cc1ccc(C#N)cc1	12	11
O=S(=O)(NCCSc1ccc(Cl)cc1)c1ccc(F)cc1	-7	/

(next part)
Every second line gives: RmlC RmlD mix | HIV RNase H inh
CS(=O)(=O)N(CCc1ccccc1)CC(=O)N1CCc2ccccc2C1
    7 | -11
O=C(Cn1c(C(F)(F)F)nc2ccccc21)Nc1ccccc1N1CCOCC1
    -8 | /
CN1C(=S)SC(/[N+]([O-])=C\c2ccccc2)C1(C)C (stereo not given)
    -74 | /
CC(OC(=O)c1cc2sccc2n1C)C(=O)NCc1cccs1 (stereo not given)
    -11 | -3
Cc1cccc(/C=C/C(=O)c2cc(Br)ccc(=O)c2O)c1
    6 | /
COc1ccc(Cn2nnnc2C(C(C)C)N2CCc3ccccc32)cc1 (stereo not given)
    9 | -2
NC(=O)C1=NOC(CNc2ncc(C(F)(F)F)cc2Cl)C1 (stereo not given)
    -13 | /
Nc1cccc(-n2nncc2-c2ccccc2)c1
    9 | -22
O=C(c1cccs1)N(C(=O)c1cccs1)c1ccc(Br)cn1
    -4 | /
Cc1cccc(NC(=S)NNC(=O)c2csc(C(C)C)c2)c1
    4 | /
CC1(C)Cc2ccccc2-c2nnc(-c3cccnc3)n21
    / | -7
COc1ccccc1S(=O)Cc1ccc(C(=O)O)o1 (stereo not given)
    6 | 5
Cc1cc(C(F)F)n2ncc(C(=O)N3CCC(C(N)=O)CC3)c2n1
    -13 | /
CCc1cc(C(=O)NNC(=S)Nc2cc(C)ccc2C)cs1
    -9 | /
COc1ccc(N(CN2C(=O)C3C4C=CC(C4)C3C2=O)C(=O)c2ccco2)cc1 (stereo not given)
    / | -2
O=C(C1CCCCC1)N1CCN=C1SCc1cccnc1
    -16 | -7
O=C(Cc1ccccc1)NCC(=O)OCC(=O)c1cccs1
    6 | /
C=CCn1cc(-c2ccc(Cl)cc2)cc(C#N)c1=O
    -35 | /
CCS(=O)(=O)N1CCN(C(=O)C(c2ccccc2)c2ccccc2)CC1
    37 | /
FC(F)(F)c1cc(-c2ccco2)nc(-n2cnc3ccccc32)n1
    -8 | -8
COCCNC(=O)c1ccc(CS(=O)(=O)c2ccc(Cl)cc2)o1
    10 | 4
O/N=C/c1cc(Cl)ccc1OCc1cccc2ccccc12
    5 | /
Cc1ccc(C)c(-n2c(SCC(=O)N3CCCC3)nnc2-c2ccccn2)c1
    -6 | 1
O=C(NCCN1CCN(C(=O)NC2CCCCC2)CC1)NC1CCCCC1
    / | 1
COc1ccccc1OCCSc1nc(N)cc(N)n1
    -10 | /
Cn1cc(S(=O)(=O)N2CCC3(CC2)OCCO3)c(=O)n(C)c1=O
    12 | /
O=C(NC1=NCCS1)C1CC(=O)N(c2ccccc2)C1 (stereo not given)
    8 | -3
CCOc1c(OC(C)=O)ccc(/C=C2\N=C(SCC)SC2=O)c1[N+](=O)[O-]
    -9 | /
